# DT40 TDP1 CPT: DT40-hTDP1 cell growth loss with CPT. chicken DT40 Tdp1-/-;hTDP1 cells + 20 nM CPT, ATP luminescence, 48 h. Potency, µM (top dose mostly 46.2 µM), inactives show top-dose activity change, negative = growth inhibition, usual class: inhibitors. 420,000 tested, 12% active. AID 686979; also: nearly all actives have a fitted effect of over 55% in size
#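 Chicken DT40 Tdp1-/- cells stably complemented with human TDP1 were seeded at 400 cells/well in medium containing 20 nM camptothecin, exposed to pin-transferred compounds, and grown at 37 °C for at least 48 hr. Viability was read as ATP luminescence.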
# TDP1 cell noCPT: qHTS for Inhibitors of human tyrosyl-DNA phosphodiesterase 1 (TDP1): qHTS in cells in absence of CPT; Potency, µM (top dose mostly 46.2 µM), inactives show at the highest dose activity change, negative = growth inhibition, usual class: inhibitors; DT40 Tdp1-/- hTDP1 cells, no CPT, ATP luminescence, 48 h; 420,000 tested, 15% active; AID 686978, 2013; also: nearly all actives have a fitted effect of over 55% in size
#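 Chicken DT40 Tdp1-/- cells complemented with human TDP1, screened without camptothecin (DMSO vehicle only), 400 cells/well. Compounds pin-transferred, cells incubated at 37 °C for at least 48 hr. Growth read as ATP-dependent luminescence (CellTiter-Glo, 30 min at RT).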
# GCN5L2 inh: GCN5L2 (KAT2A) acetyltransferase inhibition; 390,000 tested, 0.21% active; Q92830; GCN5L2 HAT assay, ThioGlo1 CoA-SH fluorescence; AID 504327; Potency, µM (titrated, usually from 58.9 µM), without a hit: top-dose activity change, negative = inhibition, usual class: inhibitors
# Target sequence (Q92830 whole entry, looked up): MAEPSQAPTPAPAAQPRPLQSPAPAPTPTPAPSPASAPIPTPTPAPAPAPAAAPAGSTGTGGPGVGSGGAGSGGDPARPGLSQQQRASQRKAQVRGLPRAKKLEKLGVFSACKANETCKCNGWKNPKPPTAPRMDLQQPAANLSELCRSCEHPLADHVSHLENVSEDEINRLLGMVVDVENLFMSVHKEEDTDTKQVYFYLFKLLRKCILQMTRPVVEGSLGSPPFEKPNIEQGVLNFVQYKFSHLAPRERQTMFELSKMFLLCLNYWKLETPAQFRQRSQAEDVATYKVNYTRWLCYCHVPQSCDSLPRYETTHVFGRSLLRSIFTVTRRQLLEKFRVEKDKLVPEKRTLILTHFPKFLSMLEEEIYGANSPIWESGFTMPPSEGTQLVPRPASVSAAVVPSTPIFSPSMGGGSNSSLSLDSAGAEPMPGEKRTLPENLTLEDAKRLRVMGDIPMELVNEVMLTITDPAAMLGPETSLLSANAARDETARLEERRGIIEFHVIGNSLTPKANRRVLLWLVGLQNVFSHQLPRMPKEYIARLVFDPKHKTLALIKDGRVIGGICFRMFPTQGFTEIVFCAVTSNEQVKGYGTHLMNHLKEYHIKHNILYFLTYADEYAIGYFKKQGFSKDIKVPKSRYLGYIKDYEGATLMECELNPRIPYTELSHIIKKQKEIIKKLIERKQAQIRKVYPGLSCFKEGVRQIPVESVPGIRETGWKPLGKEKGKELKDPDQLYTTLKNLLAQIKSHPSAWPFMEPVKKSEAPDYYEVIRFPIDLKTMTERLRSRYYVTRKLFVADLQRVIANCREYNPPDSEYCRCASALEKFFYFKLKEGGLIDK
#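 Free CoA generated was detected with ThioGlo1 (50uM) fluorescence at Ex340nm/Em540nm, read immediately and after 20 min at room temperature. Enzyme, 20 nM in HEPES pH 7.5 buffer, saw compounds 15 min before adding 75uM H3(1-25) peptide and 70uM acetyl-CoA.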
# The depositor's hits bear a star; ? = inconclusive; nt = no result given; ! = a repeat was not active; [ ] = another dose, or the depositor's remark. Calls follow the shape of the dose curve; as a rule, active = well fitted curve in the direction sought with a large enough effect; inconclusive = small, poorly fitted or top-dose-only effect, or another doubt; inactive = no such curve, though single readings can be large; an effect the other way counts as inactive or inconclusive. % is scaled to controls: 0 for no effect and ±100 for the full control effect; potency is read from the fitted curve at half-maximal effect. These rows are one share of the data (hit frequency here may not be typical).
SMILES,DT40 TDP1 CPT,TDP1 cell noCPT,GCN5L2 inh
CC1CCCN(S(=O)(=O)c2cccc(C(=O)NCCCN3CCCC3=O)c2)C1 (centres undefined),-7%,-6%,nt
Cc1nnc(SCc2cccc(CSc3nnc(C)s3)c2)s1,-11%,-26%,0%
Cc1cc(C)cc(OC(=O)c2cccnc2)c1,1%,7%,-10%
COc1ccc(NS(=O)(=O)c2ccc(C(=O)N3CCC(C)CC3)cc2)cc1,23µM*,?,-5%
O=C(/C=C/c1cccs1)NC1CCCC1,-18%,-18%,-2%
O=C(OC(C(=O)NC1CCCCC1)c1ccccc1F)c1ccco1 (centres undefined),-18%,0%,-4%
COc1ccc(/C=N/NC(=O)CNC(=O)c2ccc(S(=O)(=O)N3CCOCC3)cc2)cc1OC,6%,-14%,-3%
O=C(COc1ccccc1Cl)Nc1ccc(C(=O)N2CCCCC2)cc1,?,?,-8%
NC1=NC(=Nc2ccc(S(N)(=O)=O)cc2)c2ccccc21,-18%,-7%,-1%
O=C(COC(=O)CNC(=O)c1ccccc1)Nc1ccc(S(=O)(=O)N2CCCC2)cc1,-9%,-18%,-3%
CCOc1ccc(NC(=O)Cn2c(=O)n(Cc3ccc(C(=O)NCc4ccc5c(c4)OCO5)cc3)c(=O)c3ccccc32)cc1,-20%,-7%,0%
Cc1ccc(CS(=O)(=O)c2ncc(Cl)c(C(=O)Nc3nc4ccc(F)cc4s3)n2)cc1,5.2µM*,2.6µM*,-8%
COc1ccc(-c2nn(-c3ccccc3)cc2C(=O)N2CCN(C(=O)c3ccco3)CC2)cc1,-12%,-13%,-3%
CCN=C1SC(CC(=O)Nc2sc(C)c(C)c2C(=O)OC)C(=O)N1CC (centres undefined),?,-28%,-2%
CCCCc1ccc(C(=O)Nc2ccc3nc(N(CC)CC)cc(C)c3c2)cc1,?,18µM*,-17%

# Overlap with the part before: 5 entries, then new ones.
SMILES,DT40 TDP1 CPT,TDP1 cell noCPT,GCN5L2 inh
CCOc1ccc(NC(=O)Cn2c(=O)n(Cc3ccc(C(=O)NCc4ccc5c(c4)OCO5)cc3)c(=O)c3ccccc32)cc1,-20%,-7%,0%
Cc1ccc(CS(=O)(=O)c2ncc(Cl)c(C(=O)Nc3nc4ccc(F)cc4s3)n2)cc1,5.2µM*,2.6µM*,-8%
COc1ccc(-c2nn(-c3ccccc3)cc2C(=O)N2CCN(C(=O)c3ccco3)CC2)cc1,-12%,-13%,-3%
CCN=C1SC(CC(=O)Nc2sc(C)c(C)c2C(=O)OC)C(=O)N1CC (centres undefined),?,-28%,-2%
CCCCc1ccc(C(=O)Nc2ccc3nc(N(CC)CC)cc(C)c3c2)cc1,?,18µM*,-17%
O=C(CCC(=O)N(CC(=O)NC1CCCCC1)c1ccccc1F)Nc1nccs1,-17%,-28%,2%
O=C(CNC(=S)N(Cc1ccccc1F)C1CCCCC1)NCC1CCCO1 (centres undefined),?,?,-1%
COc1ccc(C(C(=O)NC2CCCC2)N(CCO)C(=O)Cn2nnc(-c3ccc(C)o3)n2)cc1OC (centres undefined),0%,-4%,-6%
COc1ccc(N2C(=O)CS(=O)(=O)C23C(=O)N(Cc2ccccc2)c2ccccc23)cc1 (centres undefined),-29%,?,-23%
C[C@H](CO)N1C[C@H](C)[C@H](CN(C)Cc2ccccc2)Oc2ccc(NC(=O)Nc3ccc(F)cc3)cc2C1=O,?,?,-2%
CCCCCC(=O)Nc1nc(C)c(-c2csc(Nc3cc(Cl)ccc3OC)n2)s1,?,18µM*,-8%
CC(C)c1ccc(C(=O)NCCCN(C)C)cc1,7%,-3%,0%
O=C(NNS(=O)(=O)c1ccccc1)C1CC(c2cccnc2)=NO1 (centres undefined),6%,-25%,-2%
COc1ccc(CCNc2oc(COc3ccccc3F)nc2C#N)cc1OC,?,26µM*,-4%
O=C(NC1CCCCCCC1)c1cc(COc2ccc3ncccc3c2)on1,3.7µM*,4.6µM*,-4%
COc1ccccc1NC(=O)c1ccc(S(=O)(=O)NCc2ccco2)cc1,?,?,-2%
COc1ccc(S(=O)(=O)NCCS(=O)(=O)N2CCN(c3ccccc3)CC2)cc1OC,?,?,-12%
Cc1ccc2nsnc2c1S(=O)(=O)NCc1cccnc1,6%,-16%,1%
O=C(Nc1cc(SCCO)cc([N+](=O)[O-])c1)c1ccco1,-5%,?,-1%
CCOc1ccc(C(c2c(O)nc(SC)n(C)c2=O)c2c(O)nc(SC)n(C)c2=O)cc1,-12%,-25%,-13%

# Fetched by compound from above:
SMILES,DT40 TDP1 CPT,TDP1 cell noCPT,GCN5L2 inh
COc1ccc(N2C(=O)CS(=O)(=O)C23C(=O)N(Cc2ccccc2)c2ccccc23)cc1 (centres undefined),-29%,?,-23%
COc1ccc(S(=O)(=O)NCCS(=O)(=O)N2CCN(c3ccccc3)CC2)cc1OC,?,?,-12%
CCCCCC(=O)Nc1nc(C)c(-c2csc(Nc3cc(Cl)ccc3OC)n2)s1,?,18µM*,-8%
C[C@H](CO)N1C[C@H](C)[C@H](CN(C)Cc2ccccc2)Oc2ccc(NC(=O)Nc3ccc(F)cc3)cc2C1=O,?,?,-2%

# Next entries.
SMILES,DT40 TDP1 CPT,TDP1 cell noCPT,GCN5L2 inh
O=C(c1cccs1)N1CCN(S(=O)(=O)c2ccc(F)cc2)CC1,-19%,-10%,-1%
CCC(C)C(NC(=O)c1ccccc1NC(=O)c1ccco1)C(=O)NNC(=O)c1ccncc1 (centres undefined),6%,-9%,-1%
CCCCC/C=C\C/C=C\CCCCCCCCCC(=O)O,-5%[4.12 µM],6%[4.12 µM],-12%
CCc1cccc(NC(=O)c2c(C)oc3nc(C)nc(N4CCCC4)c23)c1,2%,0%,7%
Cc1nc(-c2ccc(NC(=O)C3CCCCC3)cc2)cs1,-22%,21µM*,0%
CCC(C(=O)O)N1C(=O)c2ccccc2C1=O (centres undefined),-1%,0%,-2%
O=C1[C@H](Cc2ccccc2)NCCCC[C@H](c2ccc(Cl)cc2)N1Cc1ccccc1,?,16µM*!,nt
CN1C(=O)NC(c2ccc([N+](=O)[O-])cc2)C2=C1CC(C)(C)CC2=O (centres undefined),6%,5%,-6%
Cc1ccc(C(C(=O)Nc2ccc3c(c2)OCO3)N(C)C(=O)Cc2c[nH]c3ccccc23)cc1 (centres undefined),?,-20%,-7%
CCCc1cc(=O)[nH]c(SCc2nc3ccc([N+](=O)[O-])cc3[nH]2)n1,?,?,0%
COc1ccc(C(=O)c2cn(Cc3ccccc3)c3ccccc3c2=O)cc1OC,21µM*,?,-1%
COc1ccc(CNC(=O)CCCn2nc(C)c([N+](=O)[O-])c2C)cc1,4%,-22%,-7%
COc1cccc(CNC(=O)Cn2nc([N+](=O)[O-])c(Br)c2C)c1,?,?,-13%
CCOC(=O)c1cnc(COc2ccc(OC)cc2)[nH]c1=O,5%,-1%,0%
C=CCN(c1ccccc1)S(=O)(=O)c1cccc(C(=O)NNC(=O)c2ccncc2)c1,-12%,?,-18%

# Part of the list above, with values under each structure.
# Order of values – DT40 TDP1 CPT, TDP1 cell noCPT, GCN5L2 inh
O=C(c1cccs1)N1CCN(S(=O)(=O)c2ccc(F)cc2)CC1
  -19%, -10%, -1%
CCCc1cc(=O)[nH]c(SCc2nc3ccc([N+](=O)[O-])cc3[nH]2)n1
  ?, ?, 0%

# Next results:
SMILES,DT40 TDP1 CPT,TDP1 cell noCPT,GCN5L2 inh
Cc1ccc(OCC(=O)NNC(=O)c2ccc(F)c(S(=O)(=O)N3CCOCC3)c2)cc1C,-24%,-9%,nt
CCc1cccc(NS(=O)(=O)c2ccc3c(c2)CC(C)N3C(=O)C2CC2)c1 (centres undefined),6.5µM*,3.7µM*,-19%
C=CCn1c(CNS(=O)(=O)c2ccc(Br)cc2)n[nH]c1=S,?,?,-2%
Cc1cc(F)c(F)c(C(=O)N2CCN(C)CC2)c1Cl,-4%,3%,2%
C=CCOc1ccc(C2NC(=O)c3ccccc3O2)cc1 (centres undefined),-6%,-8%,-2%
CCOC(=O)Nc1cc2c(cc1[N+](=O)[O-])-c1ccccc1C2=O,?,-7%,nt
CCCn1c(SCC(=O)Nc2sc(C)c(C)c2C#N)nnc1C(C)C,-21%,-28%,0%
COc1ccc(C(=O)C2CCCN(Cc3cn(C)nc3-c3ccccc3)C2)cc1F (centres undefined),?,26µM*,-7%
CCOC(=O)CNC(=O)Cn1cnc2c(oc3ccccc32)c1=O,-15%,13%,-6%
Cc1cccc(CCNC(=O)C2CCCN(S(=O)(=O)c3cnc[nH]3)C2)c1 (centres undefined),-3%,1%,-17%
COc1ccc(-c2cc3ccc(O)c(CN4CCCC(C)C4)c3oc2=O)cc1 (centres undefined),?,16µM*,?
CC(OC(=O)[C@@H](NC(=O)c1ccco1)C(C)C)C(=O)Nc1ncc(Cl)cc1Cl (some centres undefined),-6%,-15%,-2%
COc1ccc(-c2csc3ncnc(Nc4ccc(O)cc4)c23)cc1,?,?,-14%
C#CCOCCOCCOCCNc1nc(N2CCN(C(=O)Cn3cc(CCCN=C(N)N)nn3)CC2)nc(N2CCN(C(=O)[C@H](C)n3cc(CCCN=C(N)N)nn3)CC2)n1,8%,-2%,-8%
Cc1ccc(/C=N/n2c(-c3ccncc3)n[nH]c2=S)o1,-24%,-20%,-13%
Cc1ccc(OCCCn2c(C3CC(=O)N(c4cccc(Cl)c4)C3)nc3ccccc32)c(C)c1 (centres undefined),-100%,9.2µM*,-7%
COc1ccc(C2C(C(=O)NCCN(C)C)c3ccccc3C(=O)N2C)cc1OC (centres undefined),-4%,17%,-11%
CCOc1ccc(N=C/C=C/c2ccccc2)c(O)c1,18µM*,18µM*,-9%
COc1ccc(CNC(=O)C(C)N(C)Cc2cccc(F)c2)cc1 (centres undefined),?,-26%,-7%
CCCCCCCCCCOC(=O)Cn1c(COc2ccc(C)cc2)[n+](C)c2ccccc21,?,3.3µM*,-3%
CC(=O)C1=C(O)C(=O)N(c2ccc(S(=O)(=O)Nc3nccs3)cc2)C1c1ccc([N+](=O)[O-])cc1 (centres undefined),-19%,2%,-14%
CN(Cc1cnn(C)c1)C(=O)c1cc2ccccc2oc1=O,-1%,-13%,1%
CCC1(c2ccc(F)cc2)NC(=O)N(CC(=O)NC2CCCC(C)C2C)C1=O (centres undefined),?,?,-4%
CCOC(=O)[C@H]1O[C@@H]1C(=O)N[C@@H](CC(C)C)C(=O)NCCC(C)C,?,?,-1%
COc1ccc(CCNC(=O)c2ccc3c(c2)CCN3S(=O)(=O)c2ccccc2)cc1,3.7µM*,21µM*,-13%
CC(C)CN(C(=O)CCC(=O)OCc1ccc(Cl)cc1Cl)c1c(N)n(CC(C)C)c(=O)[nH]c1=O,?,?,-4%
Cc1ccccc1CNC(=O)CN1C(=O)CSc2ccc(S(=O)(=O)N(C)C)cc21,?,-2%,-8%
O=C(CCCN1C(=O)/C(=C\c2ccco2)SC1=S)Nc1cccc2ccccc12,?,?,?
Cc1ccn(CC(=O)N2CCCC(N3CCN(Cc4ccc5c(c4)OCO5)CC3)C2)n1 (centres undefined),5%,-3%,?
COc1ccc(N2CC(C(=O)N3CCc4ccccc43)CC2=O)cc1 (centres undefined),1%,-8%,nt
Cc1ccc(Cl)cc1NC(=O)CCC(=O)N1CC(C)Sc2ccccc21 (centres undefined),23µM*,18µM*,-3%
O=C(Nc1cc(Cl)cc(Cl)c1)c1ccno1,-30%,20%,24%
N#Cc1ccc(OC(=O)C2CCN(C3=NS(=O)(=O)c4ccccc43)CC2)cc1,-26%,-8%,6%
Cc1ccc(-n2ncc3c2CC(C)(C)CC3NC(=O)c2cc[n+]([O-])cc2)cc1 (centres undefined),-12%,-18%,1%
COC(=O)Cn1cnc(=O)c(C#N)c1/C=C/N(C)C,-25%,-36%,?
COc1ccc(NC(=S)NNC(=O)CCn2cc([N+](=O)[O-])cn2)cc1,2%,8%,12%
O=C(/C=C/c1ccc2c(c1)OCO2)NCc1ccco1,4%,-18%,-8%

# Source: PubChem
